aGal spleen mod: qHTS Assay for Inhibitors and Activators of Human alpha-Galactosidase From Spleen Homogenate. human spleen homogenate, 4MU-alpha-Gal fluorescence, 40 min. Potency, µM (highest dose often 80 µM), without a hit: at the highest dose activity change, negative = inhibition, most hits filed as inhibitors. 240,000 tested, 0.008% active;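 further: potency means the concentration at half of the fitted maximal effect; 0% = enzyme with vehicle and -100% = no enzyme basal signal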
Target sequence (P06280 32-429 limits assumed): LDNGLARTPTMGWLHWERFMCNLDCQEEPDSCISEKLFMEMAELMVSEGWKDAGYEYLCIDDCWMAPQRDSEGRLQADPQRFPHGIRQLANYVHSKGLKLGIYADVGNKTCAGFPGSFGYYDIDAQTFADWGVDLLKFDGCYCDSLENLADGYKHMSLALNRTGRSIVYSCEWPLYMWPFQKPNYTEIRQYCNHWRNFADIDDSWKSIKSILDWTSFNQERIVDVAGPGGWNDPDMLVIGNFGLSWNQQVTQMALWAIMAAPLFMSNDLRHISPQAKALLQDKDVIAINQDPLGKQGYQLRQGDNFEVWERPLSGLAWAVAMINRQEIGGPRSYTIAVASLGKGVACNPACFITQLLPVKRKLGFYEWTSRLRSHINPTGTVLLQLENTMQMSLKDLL
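Human spleen homogenate (1 ug) as enzyme source, 4-methylumbelliferyl-alpha-D-galactopyranoside 1 mM final, citrate/phosphate pH 5.0 with 0.01% Tween-20. Compounds 40 min at 37C, NaOH/glycine stop; fluorescence Ex 365/Em 440, Hill-fit AC50.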
NPSR antagonist: qHTS Assay for Antagonists of the Neuropeptide S Receptor: cAMP Signal Transduction; Q6W5P4; CHO-NPSR cells, cAMP TR-FRET, antagonist mode; Potency, µM (highest dose often 38.3 µM), without a hit: at the top dose activity change, negative = inhibition, usual class: inhibitors; 220,000 tested, 1% active; AID 1461, 2008; further: potency means the concentration at half of the fitted maximal effect; on the % scale 0 is the no-effect control and ±100 the full control effect; nearly all actives have a fitted effect of over 50% in size; many of its hits are not listed in these tables
KinaseGlo FLuc: Counterscreen for Luciferase (Kinase-Glo TM) Inhibition; Luciferin 4-monooxygenase (Photuris pensylvanica), Q27757; Kinase-Glo luciferase, ATP luminescence, 8 min; Potency, µM (series often up to 38.3 µM), for inactives: top-dose activity change, negative = inhibition, most hits filed as inhibitors; 200,000 tested, 0.28% active; AID 1379, 2008; further: potency means the concentration at half of the fitted maximal effect; on the % scale 0 is the no-effect control and ±100 the full control effect; nearly all actives have a fitted effect of over 60% in size
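Substrate mix (final 50 mM imidazole pH 7.2, 50 mM KCl, 7 mM MgCl2, 10 uM ATP, 0.01% Tween 20, 0.05% BSA) plus pin-tool compound, then Kinase-Glo detection mix; 8 min ambient, luminescence read.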
IMPase Li cell: qHTS Assay for Identifying the Cell-Membrane Permeable IMPase Inhibitors: Potentiation with Lithium; CHO-M1 cells, IP1 TR-FRET (IP-One), carbachol + lithium; Potency, µM (top dose mostly 59.4 µM), without a hit: at the top dose activity, negative = IMPase inhibition, most hits filed as inhibitors; 210,000 tested, 0.35% active;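 further: IP1 builds up when IMPase is blocked and the TR-FRET signal falls; potency means the concentration at half of the fitted maximal effect; plate controls were basal vehicle for no effect and high inhibitor control for full effect; nearly all actives have a fitted effect of over 50% in size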
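Readout is a homogeneous TR-FRET IP1 immunoassay (Ex 320, Em 665 and 620), where raised cytosolic IP1 lowers signal. Cells were CHO-M1 treated 30 min at 37C with test compounds plus a little lithium; AC50 values came from Hill-equation fitting.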
Epigenetic derep: Quantitative High-Throughput Screen for Regulators of Epigenetic Control. murine LDR cells, GFP reporter derepression, 30 h. Potency, µM (doses to about 53.9 µM), inactives show top-dose GFP activation, actives largely listed as activators. 280,000 tested, 0.2% active. AID 1865, 2009; further: potency means the concentration at half of the fitted maximal effect; % of control where 0% means no effect; nearly all actives have a fitted effect of over 60% in size
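In this reporter-derepression format, murine cells bearing a silenced integrated CMV-GFP locus incubate with test compound (30 h, 37 C), then are washed and imaged; fluorescent objects of 20–120 um count as induced cells.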
LMNA splice mod: qHTS Assay for Modulators of Lamin A Splicing. HeLa LMNA splicing GFP/RFP minigene ratio, 48 h. Potency, µM (highest dose often 46.1 µM), without a hit: top-dose ratio change, negative = inhibition, usual class: inhibitors. 200,000 tested, 0.01% active; active means well fitted inhibition curve with a large enough effect in the signal ratio, with a control signal flat, not every such curve was filed as active; inconclusive means small, poorly fitted or top-dose-only effect, or effect the other way, or a change in a side signal; the % refers to the signal ratio; further: potency means the concentration at half of the fitted maximal effect; on the % scale 0 is the no-effect control and ±100 the full control effect
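Read-out is the ratio of GFP to DsRed2 object intensity, acquired by 488 nm laser-scanning cytometry on HeLa lamin A-EGFP minigene reporter cells. Compound incubation 48 hrs at 37 °C in Opti-MEM with 2% FBS; DMSO 0.5% final.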
CBFb RUNX1 block: qHTS Assay for Compounds Blocking the Interaction Between CBF-beta and RUNX1 for the Treatment of Acute Myeloid Leukemia; Runt-related transcription factor 1 (Homo sapiens) + Core-binding factor subunit beta …; AlphaScreen CBFb-His/RUNX1-biotin binding, biochemical; Potency, µM (titrated, usually from 59.8 µM), without a hit: top-dose activity, negative = inhibition, actives largely listed as inhibitors; 230,000 tested, under 10 active; AID 1477, 2009; further: % of control where 0% means no effect
Target sequence (Q01196 whole entry, looked up): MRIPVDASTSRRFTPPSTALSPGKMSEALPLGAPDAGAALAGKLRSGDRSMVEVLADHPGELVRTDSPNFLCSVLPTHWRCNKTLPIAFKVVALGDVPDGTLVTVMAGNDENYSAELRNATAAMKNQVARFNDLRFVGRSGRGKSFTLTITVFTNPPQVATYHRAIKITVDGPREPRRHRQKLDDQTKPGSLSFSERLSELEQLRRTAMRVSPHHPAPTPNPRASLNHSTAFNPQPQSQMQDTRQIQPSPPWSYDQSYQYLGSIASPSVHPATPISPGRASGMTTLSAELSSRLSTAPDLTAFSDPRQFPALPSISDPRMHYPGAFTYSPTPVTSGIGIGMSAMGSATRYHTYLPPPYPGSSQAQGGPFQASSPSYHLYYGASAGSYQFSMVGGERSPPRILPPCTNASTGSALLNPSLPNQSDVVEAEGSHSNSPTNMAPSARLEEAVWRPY
Target sequence (Q13951 whole entry, looked up): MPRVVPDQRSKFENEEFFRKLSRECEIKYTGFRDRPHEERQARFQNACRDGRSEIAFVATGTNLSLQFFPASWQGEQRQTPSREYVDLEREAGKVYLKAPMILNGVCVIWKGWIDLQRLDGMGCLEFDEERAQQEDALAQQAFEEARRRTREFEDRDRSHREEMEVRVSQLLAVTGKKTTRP
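AlphaScreen proximity signal reports loss of binding between His-tagged CBF-beta and biotin-labelled RUNX1, each at 30 nM. Proteins are pre-associated for 20 minutes, compounds added for 15 minutes, then beads for 90 minutes, all at ambient temperature.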
* marks the source's active call; other numbers are inactive results; u = inconclusive; x = not tested or not shown; & = joins results of further samples; [ ] = dose if it differs, or a comment. Unless noted, the call rests on the fitted dose curve; in most records, active means well fitted curve in the direction sought with a large enough effect; inconclusive means small, poorly fitted or top-dose-only effect, or another doubt; inactive means no such curve, though single readings can be large; an effect the other way counts as inactive or inconclusive. These rows are one share of the data; count on the stated rates, not on these rows.

SMILES	aGal spleen mod	NPSR antagonist	KinaseGlo FLuc	IMPase Li cell	Epigenetic derep	LMNA splice mod	CBFb RUNX1 block
Cc1cc(C=O)c(C)n1-c1cccc(C(=O)O)c1	0%	-11%	-3%	4%	9.5%	u	-27%
Cc1ccnc(NS(=O)(=O)c2ccc(NC(=O)C3COc4ccccc4O3)cc2)n1 (configuration not stated)	6%	-18%	-5%	-5%	4.4%	x	2%
Nn1c(Nc2ccc(Cl)cc2)nncc1=O	3%	20%	-3%	-6%	1.1%	14%[46 µM]	0%
Cc1nc(C(=O)NC2CCOCC2)sc1C1(C)CC(c2cccc([N+](=O)[O-])c2)=NO1 (configuration not stated)	5%	-15%	x	x	-0.1%	x	7%
O=C(c1cccc(N2C(=O)C3C4C=CC(C4)C3C2=O)c1)N1CCCCCC1 (configuration not stated)	6%	1%[46.1 µM]	-4%	32%[38.3 µM]	4.0%	20%	2%
Cc1ccc(N2C(=O)CSC2c2cccnc2)cc1F (configuration not stated)	1%	-1%[46.1 µM]	-4%	1%[38.3 µM]	1.4%	9%	1%
CSc1ccc(NC(=O)N2CC(C)OC(C)C2)cc1 (configuration not stated)	-1%	0%[46.1 µM]	4%	2%[38.3 µM]	-1.2%	5%	1%
Cc1nnc(N/N=C/c2ccc(O)c([N+](=O)[O-])c2)[nH]c1=O	-3%	-17%	-3%	18%	0.0%	-12%	-17%
Cc1ccc(-c2cc(C(=O)NN=C3CCCC3)c3ccccc3n2)cc1	-6%	2%[46.1 µM]	-3%	-2%[38.3 µM]	-1.4%	7%	-2%
CCCN(CCC)CCCNC(=O)C1c2cc(OC)c(OC)cc2C(=O)N(C)C1c1cccnc1 (configuration not stated)	6%	12%	-1%	-6%	-1.3%	x	2%
O=[N+]([O-])c1ccc(OCC(O)CN(C2CCCCC2)C2CCCCC2)cc1 (configuration not stated)	-9%	11%	-2%	8%	-1.3%	2%	-3%
O=C(Nc1ccc(N2CCN(C(=O)c3cccs3)CC2)c(Cl)c1)c1ccco1	-12%	-24%[46.1 µM]	-4%	26%[38.3 µM]	1.8%	-26%	-4%
CCCCC(=O)Nc1cccc(NC(=O)c2ccccc2Br)c1	3%	-9%[46.1 µM]	3%	20%[38.3 µM]	1.3%	-11%	13%
Fc1ccc(/C=N/Nc2ncnc3nc[nH]c23)cc1F	2%	-20%	-27%	13%	-3.0%	u	1%[2.36 µM]
O=C(c1ccc(=O)oc1)N1CCN(C(c2ccccc2)c2ccccc2)CC1	2%	-16%[46.1 µM]	1%	10%[38.3 µM]	-1.6%	5%	2%
CN1CCN(C(=O)c2ccc(N(Cc3ccccc3Cl)S(C)(=O)=O)cc2)CC1	1%	6%[46.1 µM]	2%	29%[38.3 µM]	-1.1%	2%	-4%
CCC1(CC)N=C(c2ccccc2)C(=S)N1	0%	3%	0%	4%	-0.1%	x	-1%
Cc1ccc2sc(N(CCCN(C)C)C(=O)c3ccc(Br)s3)nc2c1C	-4%	u	-2%	8%	1.2%	u	5%
CCc1nnc(NC(=O)C2CCN(C(=O)NC3CCCCC3)CC2)s1	-9%	-5%[46.1 µM]	7%	-7%[38.3 µM]	-1.1%	-8%	-1%
O=C(N/N=C/C(Br)=C/c1ccccc1)c1cnccn1	10%	22%	x	x	-0.8%	x	-1%
CCCCN1CC(C(=O)NCc2ccc(C)cc2)CC1=O (configuration not stated)	5%	-1%[46.1 µM]	-1%	15%[38.3 µM]	0.0%	7%	3%
COc1ccc(Nc2oc(COc3ccc(Cl)cc3)nc2C#N)cc1	-1%	-16%[46.1 µM]	-1%	35%[activator][38.3 µM]	-0.2%	0%	-22%
NS(=O)(=O)c1ccc(NC(=O)CN2C(=O)CCC2=O)cc1	7%	12%	x	x	1.1%	x	22%
COc1cccc(C2Nc3cccc4cccc(c34)N2)c1	5%	12%	x	x	u	x	16%
Cc1nn(C)c(Oc2ccccc2)c1CCNS(=O)(=O)c1ccccc1	-5%	-15%[46.1 µM]	2%	0%	-0.9%	-11%	-2%
CN1C2CCC1CC(NC(=O)CSCc1ccc(Cl)cc1Cl)C2 (configuration not stated)	4%	-18%	x	x	7.3%	x	6%
CCn1cc(S(=O)(=O)N2CCN(Cc3cccc(Cl)c3)CC2)cn1	3%	4%	1%	4%	-1.2%	-10%[46 µM]	2%
CC(C)(C)NC(=O)COC(=O)c1ccc(Cl)cc1O	1%	8%	-4%	-4%	0.6%	x	-1%
CCOC(=O)C(CSCc1ccccc1)NC(=O)OC(C)(C)C (configuration not stated)	2%	-9%[46.1 µM]	-3%	7%[38.3 µM]	-1.1%	-3%	2%
O=C(CC1C(=O)NCCN1Cc1ccccc1C(F)(F)F)NCCn1cccn1 (configuration not stated)	1%	15%	1%	-3%	0.0%	x	4%
CC(C)(C)N1C(=O)Cc2c1nc(N)c1c(N)nc(N3CCCCC3CO)c(C#N)c21 (configuration not stated)	9%	-4%[46.1 µM]	-1%	-5%[38.3 µM]	-0.7%	-6%	-19%
CCCc1nc(-c2cc3ccccc3[nH]c2=O)no1	1%	3%	x	x	-0.5%	x	5%
Cc1c(Cl)c(=O)n2c(=O)c(Cl)c(C)n12	-6%	3%	-1%	-14%	5.2%	-4%[9.22 µM]	8%
Cc1cccc(NC(=O)c2cc3n(n2)C(C(F)(F)F)CC(c2ccc4c(c2)OCO4)N3)c1 (configuration not stated)	11%	u	-1%	28%[38.3 µM]	5.9%	u	4%
Cc1cccc(-n2c(Cc3ccccc3)n[nH]c2=S)c1	-7%	-3%	0%	4%	3.1%	-3%[46 µM]	9%
CN(CC(=O)Nc1ccccc1Cl)CC(=O)Nc1c(F)cccc1F	-5%	4%	x	5%	0.0%	x	-2%
O=C1c2ccccc2C(=O)N1OCc1ccccc1	-1%	-10%[46.1 µM]	-10%	18%[38.3 µM]	-4.4%	8%	10%
COC(=O)c1sccc1NC(=O)c1cc(-c2cccc(C)c2)nc2ccccc12	-3%	-9%[46.1 µM]	-5%	-3%[38.3 µM]	2.2%	11%	9%
CCNC(=O)C1CC(=O)N(CCCc2ccccc2)C(=Nc2ccccc2)S1 (configuration not stated)	6%	-31%	x	x	-1.1%	x	1%
CSc1nc2cc(C)nn2c(-c2ccccc2Cl)c1C#N	-6%	52%[7.67 µM]	x	x	0.0%	x	5%
Cc1ccc(C(=O)NCc2ccc3c(c2)CCO3)cc1C	1%	6%	x	x	-1.1%	x	2%
CCN1C(=O)/C(=C/N(C)C)c2ccccc21	-9%	3%[46.1 µM]	0%	-7%[38.3 µM]	-1.9%	5%	-1%
CC(O)CC(C)O (configuration not stated)	8%	x	x	-15%	x	x	22%[21.7 µM]
C=C(C(=O)c1ccccc1)C(c1ccccc1)C(C)C(=O)c1ccccc1 (configuration not stated)	-2%	u	2%	18%	0.0%	u	-3%
COc1ccc2c(c1)O[C@@H](c1ccc3c(c1)OCO3)[C@H](OC(=O)Nc1cc(OC)c(OC)c(OC)c1)C2=O	-6%&-7%	-24%	6%&0%	10%&22%	-0.3%&2.9%	u	-10%&-18%

An excerpt from above, limited to Epigenetic derep, CBFb RUNX1 block and KinaseGlo FLuc.
Structure	Epigenetic derep	CBFb RUNX1 block	KinaseGlo FLuc
O=C1c2ccccc2C(=O)N1OCc1ccccc1	-4.4%	10%	-10%
CCCc1nc(-c2cc3ccccc3[nH]c2=O)no1	-0.5%	5%	x

The list continues:
SMILES	aGal spleen mod	NPSR antagonist	KinaseGlo FLuc	IMPase Li cell	Epigenetic derep	LMNA splice mod	CBFb RUNX1 block
CC(C)(C)c1ccc(/C=C/C(=O)Nc2ccncc2)cc1	4%	8%	-4%	23%	1.1%	u	0%
CN1c2ccccc2-c2nc3ccccc3n2C1c1ccccn1 (configuration not stated)	u	u	-7%	x	0.0%	-7%	6%
CCOC(=O)C1=C(CS(=O)(=O)c2ccc(C)c(C)c2)NC(=O)NC1c1ccc(O)cc1 (configuration not stated)	2%	6%	1%	1%	1.3%	x	1%
Cc1nc2sccn2c(=O)c1CCN1CCC(=C(c2ccccc2)c2ccc(F)cc2)CC1	1%&-7%	-24%	-11%&0%	16%&13%	1.3%&4.5%	u	-1%
Cc1ccc(NC(=S)N(Cc2ccco2)C(C)c2cccs2)cc1 (configuration not stated)	0%	24%	4%	3%	0.0%	x	3%
CC(c1ccc(F)cc1)n1c(-c2ccc3ccccc3n2)n[nH]c1=S (configuration not stated)	-2%	-27%[46.1 µM]	0%	-23%[38.3 µM]	-0.9%	-3%	-5%
CCN(CC)C(=O)CNc1ccc(C(F)(F)F)cc1[N+](=O)[O-]	-3%	9%	-2%	5%	-0.9%	0%	-4%
COCc1cc(C)nc(Nc2ccccc2C)c1C#N	13%	-11%[46.1 µM]	-2%	-6%[38.3 µM]	-1.8%	10%	9%
OCC1(Cc2ccc(Cl)cc2)CCN(Cc2ccc3nsnc3c2)CC1	-18%	49%	-5%	9%	1.9%	2%[46 µM]	-1%
COc1ccc(C2=CC(=O)OC(C)(c3ccccc3)O2)cc1 (configuration not stated)	-18%	-28%	-3%	4%	0.0%	-8%	18%
Nc1nonc1-c1noc(-c2ccccc2)n1	2%	-3%[46.1 µM]	-1%	7%	-0.8%	-4%	2%
CCC(C)C(NC(=O)C1CCC(C)CC1)C(=O)NCc1cccnc1 (configuration not stated)	-17%	7%	0%	11%	0.0%	2%	-3%
COc1cccc(-c2cc3c(=O)n(-c4ccccc4)c(=S)[nH]c3s2)c1	-1%	-2%[46.1 µM]	x	x	-0.8%	1%	-8%
C=C(C)[C@@H]1CC=C(CN2CCC(N3CCC(C(=O)N4CCCC4)CC3)CC2)CC1	7%	13%	2%	9%	3.5%	u	5%
O=C(NN1C(=O)C2C(C1=O)C1C=CC2C12CC2)c1ccc(Cl)cc1 (configuration not stated)	-1%	10%[7.67 µM]	x	x	0.0%	x	2%
COc1ccccc1C(=O)Nc1nc2ccc(S(C)(=O)=O)cc2s1	-1%	u	-4%	10µM*	2.0%	-10%	0%

Bioassay records deposited in PubChem by National Center for Advancing Translational Sciences (NCATS).
